West Nile antiviral: West Nile virus antiviral activity, cell-based, CPE readout (AID 1621). one-dose CPE inhibition, % at 10 µM; IC50 in µM for titrated hits. 290,000 tested, 0.02% active. West Nile virus-infected cells, CPE inhibition; higher % means a stronger effect; in the data active = a potency from the dose series; inconclusive = CPE inhibition mostly from about 3.7% at the one dose, without a potency; inactive = the rest, 99 in 100 with CPE inhibition below about 2.2%; also: strong numbers were not always called active
RSV antiviral HEp-2: inhibition of RSV-induced cytopathic effect – HEp-2 cells, primary 10 µM value included (AID 2391). one-dose CPE inhibition, % at 10 µM; IC50 in µM for titrated hits. HEp-2 cells, RSV-induced CPE inhibition; higher % means a stronger effect. 310,000 tested, 0.13% active; in the data active = a potency from the dose series; inconclusive = CPE inhibition mostly from about 23% at the one dose, without a potency; inactive = the rest, 99 in 100 with CPE inhibition below about 21%; also: strong numbers were not always called active
human PMI inhibitors: MPI inhibition at elevated mannose 6-phosphate – biochemical, fluorescence intensity, high mannose 6-phosphate, primary screen (AID 1220) | one-dose inhibition, % at 20 µM; IC50 in µM for titrated hits | 190,000 tested, 0.66% active | recombinant PMI enzyme, coupled fluorescence intensity; higher % means a stronger effect
Large T inhibition: SV40 large T antigen inhibitors, biochemical (AID 1903); inhibition, % at 20 µM; hits with a dose series show IC50 in µM; SV40 large T antigen ATPase/helicase inhibition assay; higher % means a stronger effect; 310,000 tested, 0.39% active; in the data active = a potency from the dose series; inconclusive = inhibition mostly from about 32% at the one dose, without a potency; inactive = the rest, 99 in 100 with inhibition below about 32%; also: strong numbers were not always called active
PMI inhibitors: inhibitors of human PMI, primary screen, biochemical, fluorescence intensity, coupled assay (AID 1209); purified PMI enzyme, coupled fluorescence intensity; higher % means a stronger effect; inhibition, % at 20 µM, or IC50 in µM where a hit was titrated; 190,000 tested, 0.42% active;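 also: plate controls were DMSO vehicle for no effect and wells lacking substrate for full effect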
Insulin prom up: MIN6 insulin promoter up-regulation | MIN6 insulin promoter-GFP reporter, high-content imaging; hits give high values | z-score at 5 µM | 190,000 tested, 0.3% active | AID 1625;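 active = z-score above 3 at 5 µM with at least 500 cells counted in the well; inconclusive = wells under 500 cells, flagged as cytotoxic or low count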
ER stress rescue: rescue of cells from ER stress-induced death, primary screen, 384-well, CSM14.1, thapsigargin, ATP luminescence (AID 1222); 190,000 tested, under 10 active; CSM14.1 thapsigargin-induced death rescue, ATP luminescence; higher % means a stronger effect; cellular ATP content (survival), % at 20 µM; hits with a dose series show EC50 in µM;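 active = EC50 below 50 µM in the dose-response confirmation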;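 also: death triggered by thapsigargin at about 15 µM added after 2 h compound pretreatment; cell ATP read after overnight thapsigargin exposure of roughly 18 to 22 hours; normalized against plate controls of thapsigargin alone and 5% DMSO vehicle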
TNAP activation fold: stimulation of alkaline phosphatase TNAP activity – biochemical, luminescent, no phosphate acceptor, uHTS, primary screen (AID 1001) | activation fold at 20 µM, or EC50 in µM where a hit was titrated | 200,000 tested, 0.03% active | purified TNAP, luminescent activation assay, no phosphate acceptor; higher activation fold means a stronger effect; in the data active = activation fold from about 3, or a potency from the dose series; inactive = the rest, 99 in 100 with activation fold below about 1.6; also: many of its hits are not listed in these tables
Salmonella PhoP GFP: inhibitors of PhoP regulon expression, primary screen, Salmonella Typhimurium, GFP reporter (AID 1863); S. Typhimurium PhoP-regulated promoter GFP reporter, 4 h; higher % means a stronger effect; one-dose inhibition, % at 50 µM; IC50 in µM for titrated hits; 300,000 tested, 0.16% active;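 active = inhibition over 29.93%, a cutoff 3 SD above the screen mean, later confirmed by dose response; inconclusive = inhibition over 29.93% but no dose response follow-up; inactive = inhibition at most 29.93% or unconfirmed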;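 also: 0% = low Mg2+ inducing control and 100% = high Mg2+ repressing control; strong numbers were not always called active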
Insulin prom up cell count: further read-out of Insulin prom up, marked with its call; cell count; measured here: cytotoxicity, nuclei count;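 total cells summed across four imaged fields per well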
An asterisk follows results filed as active; ? = inconclusive; / = no result given. Rule as the data show it, unless noted: active = inhibition above about 50%; inactive = the rest.

entry	mol	West Nile antiviral	RSV antiviral HEp-2	human PMI inhibitors	Large T inhibition	PMI inhibitors	Insulin prom up	Insulin prom up cell count	ER stress rescue	TNAP activation fold	Salmonella PhoP GFP
1	COc1cccc(N2CCN(C(=O)c3ccc(Cl)c(NC4=NC5CS(=O)(=O)CC5S4)c3)CC2)c1 (stereo not given)	3.2%	0.3%	/	2.6%	/	/	/	/	/	-1.8%
2	CCOC(=O)C1(Cc2ccccc2C(F)(F)F)CCN(CC(O)CO)CC1 (stereo not given)	0.1%	-1.7%	4.4%	13.4%	7.8%	0.03	1383	-0.7%	1	-3.9%
3	Cc1ccc(-c2nnn(CC(=O)NC3CCN(Cc4ccccc4)CC3)n2)cc1	-0.1%	-0.6%	0.0%	10.4%	6.5%	0.37	968	1.7%	1.1	-7.3%
4	Cc1cc(C)nc(NC(=O)c2ccc(C)c([N+](=O)[O-])c2)n1	-0.1%	0.7%	20.6%	1.4%	13.9%	0.59	1995	-1.4%	1	-0.6%
5	COc1ccc(CCNC(=O)c2ccccc2-c2ccccc2C(=O)O)cc1OC	0.4%	0.4%	/	-0.5%	/	/	/	/	/	-0.3%
6	O=C1NC(=O)/C(=C\c2ccc(OCc3cccc(C(=O)O)c3)c(Cl)c2)N1	0.4%	-0.3%	4.2%	8.5%	-4.3%	-0.46	1216	-1.1%	1.1	2.7%
7	CCOc1ccc2[nH]c3nc(SCC(=O)NC4CC4)nnc3c2c1	-0.1%	2.1%	/	2.0%	/	/	/	/	/	12.1%
8	O=C(NCCC1CC1(Cl)Cl)c1ccc([N+](=O)[O-])cc1 (stereo not given)	0.2%	3.9%	/	6.0%	/	/	/	/	/	1.5%
9	Cc1occc1-c1nnc(SCC(=O)Nc2ccccc2)n1C(C)c1ccccc1 (stereo not given)	/	1.5%	9.5%	11.1%	3.9%	-0.92	1101	1.5%	1.2	-6.0%
10	CCCCOC(=O)c1ccc(N=Nc2c(C)c(C#N)c(O)[nH]c2=O)cc1	0.5%	-0.2%	/	23.5%	/	/	/	/	/	-14.0%
11	Cc1[nH]nc(N=CC2=C(O)CC(C)(C)CC2=O)c1-c1ccccc1	-0.1%	0.6%	21.1%	9.6%	14.9%	0.21	1835	-2.6%	1.7	5.8%
12	C=CCSc1nncn1/N=C/c1ccc(OC)cc1	0.2%	1.9%	-1.8%	8.8%	-9.3%	-1.42	1402	-1.5%	1.1	23.7%
13	CCOC(=O)Nc1ccc2c(c1)N(C(=O)CN1CCN(C)CC1)c1ccccc1S2	?	-0.2%	-15.8%	-0.4%	-3.8%	-0.56	1897	0.2%	0.9	-6.4%
14	COC(=O)c1ccc(-n2nnnc2SCc2nn[nH]n2)cc1	-0.3%	3.7%	0.7%	15.1%	2.1%	0.13	1877	-0.3%	1.1	-1.1%
15	O=C(CCn1c(=O)oc2ccccc21)Nc1ccccc1	-0.5%	1.3%	1.8%	-3.6%	1.5%	0.41	1174	0.0%	1.1	12.9%
16	CCOC(=O)/C(C#N)=C/c1c(N2CCCCCC2)nc2ccccn2c1=O	0.3%	9.9%	/	-6.6%	/	/	/	/	/	25.1%
17	CCOC(=O)C1(Cc2cccc(OC)c2)CCCN(C(=O)c2cc(CC(C)C)[nH]n2)C1 (stereo not given)	-0.9%	-0.1%	/	-1.3%	/	/	/	/	/	-4.3%
18	O=C(Nc1ccc(N2CCN(C(=O)c3ccco3)CC2)cc1)c1ccc([N+](=O)[O-])cc1Cl	-0.5%	5.0%	/	2.3%	/	/	/	/	/	-6.1%
19	COc1ccc(CCNC(=O)C2CCN(C(=O)c3ccc(C(C)(C)C)cc3)CC2)cc1	-1.3%	?	/	1.3%	/	/	/	/	/	7.6%
20	Cc1ccc(S(=O)(=O)N(CC(=O)O)Cc2ccccc2F)cc1	1.1%	0.1%	3.7%	4.5%	9.3%	0.07	1259	0.5%	1.1	-12.5%
21	CCOc1ccc(C(=O)Nc2ccc(NC(=O)c3ccco3)c(Cl)c2)cc1Br	2.0%	8.8%	5.3%	8.1%	3.5%	0.19	1716	-0.8%	1.1	6.1%
22	Cc1cccc(OCC(O)Cn2c(=N)n(CCN3CCOCC3)c3ccccc32)c1 (stereo not given)	-1.1%	-0.5%	-8.9%	2.7%	-14.5%	-1.96	1189	-1.8%	1.1	-2.3%
23	COc1ccc(Cc2nnc(NC(=O)C3CCCO3)s2)cc1 (stereo not given)	0.0%	1.1%	4.3%	1.3%	4.3%	0.44	1013	-1.9%	1.1	8.2%
24	COc1ccc(CN(C)CC(=O)Nc2c(C)cccc2C)c(OC)c1	-0.1%	-0.6%	4.5%	4.2%	-1.4%	1.87	1257	-1.3%	1	0.6%
25	COc1ccc(OC)c(NC(=O)C2CCCN(S(=O)(=O)c3c(C)noc3C)C2)c1 (stereo not given)	-1.2%	0.8%	17.9%	-0.6%	8.0%	-0.52	1077	-0.3%	1.1	-4.9%

Some of these compounds in order of molar mass, ascending.
entry	mol	West Nile antiviral	RSV antiviral HEp-2	human PMI inhibitors	Large T inhibition	PMI inhibitors	Insulin prom up	Insulin prom up cell count	ER stress rescue	TNAP activation fold	Salmonella PhoP GFP
12	C=CCSc1nncn1/N=C/c1ccc(OC)cc1	0.2%	1.9%	-1.8%	8.8%	-9.3%	-1.42	1402	-1.5%	1.1	23.7%
5	COc1ccc(CCNC(=O)c2ccccc2-c2ccccc2C(=O)O)cc1OC	0.4%	0.4%	/	-0.5%	/	/	/	/	/	-0.3%
9	Cc1occc1-c1nnc(SCC(=O)Nc2ccccc2)n1C(C)c1ccccc1 (stereo not given)	/	1.5%	9.5%	11.1%	3.9%	-0.92	1101	1.5%	1.2	-6.0%

Carrying on.
entry	mol	West Nile antiviral	RSV antiviral HEp-2	human PMI inhibitors	Large T inhibition	PMI inhibitors	Insulin prom up	Insulin prom up cell count	ER stress rescue	TNAP activation fold	Salmonella PhoP GFP
26	C1CCCCCC2(CCCCC1)OCC(CN1CCOCC1)O2 (stereo not given)	-1.8%	-0.1%	4.4%	-3.5%	11.1%	-0.2	1376	-1.7%	1.1	-1.4%
27	Cc1ccc(-c2nc(C)sc2CC(=O)OCC(=O)Nc2c(F)cccc2F)cc1	0.1%	0.3%	9.5%	6.4%	12.7%	-0.14	1527	2.3%	1.1	9.0%
28	CCc1ccc(NC(=O)c2cnn3ccccc23)cc1	-0.4%	3.0%	-2.2%	1.0%	0.4%	-0.49	942	-3.2%	1.1	-9.8%
29	CCCNC(=O)c1ccc(N2CCC3(CC2)CC(c2ccccc2)=NO3)c(NC(=O)c2ccc(Br)cc2)c1	-0.1%	0.7%	/	11.8%	/	/	/	/	/	2.4%
30	COc1ccc(C(=O)CN2C(=O)NC3(CCCCCC3)C2=O)cc1	-1.0%	1.8%	/	14.7%	/	/	/	/	/	0.2%
31	O=C(CNS(=O)(=O)c1ccc([N+](=O)[O-])cc1)N/N=C/c1ccc(O)cc1O	-0.1%	4.6%	/	19.9%	/	/	/	/	/	10.9%
32	Cn1nccc1C(=O)Oc1ccc(/C=N/NC(=O)c2ccccc2O)cc1	0.8%	2.0%	10.1%	?	3.1%	1.62	1356	-0.5%	1	-0.8%
33	COc1cc(OC)cc(N(C(=O)c2ccco2)C(C(=O)NC2CCCC2)c2ccc(N3CCOCC3)cc2)c1 (stereo not given)	-0.9%	0.6%	/	-5.0%	/	/	/	/	/	7.7%
34	COc1ccc(/C=C/C(=O)c2ccoc2)cc1	-0.2%	-0.4%	3.7%	9.9%	9.4%	/	/	1.4%	1.1	1.0%
35	COC(=O)c1ccc(CSc2nc3c(cnn3-c3ccc(C)cc3)c(=O)[nH]2)o1	0.3%	0.6%	6.1%	8.8%	0.8%	-0.11	1320	-1.8%	1.1	2.5%
36	CCS(=O)(=O)N1CCC(C(=O)NCc2ccco2)CC1	-0.2%	2.9%	-0.8%	21.2%	-2.6%	0.36	1555	-0.5%	1.1	18.3%
37	O=C(CNC(=O)c1cccc(Br)c1)N/N=C/c1cccnc1	-0.2%	0.0%	/	5.6%	/	/	/	/	/	-10.8%
38	Cn1c(=O)n(C)c2cc(S(=O)(=O)Nc3ccccc3C(=O)O)ccc21	-0.5%	3.9%	/	3.4%	/	/	/	/	/	-5.5%
39	CCOC(=O)N1CCN(S(=O)(=O)c2ccc3[nH]c(=O)sc3c2)CC1	-0.2%	2.7%	-1.1%	-3.1%	0.6%	-0.07	1273	-1.2%	1.1	2.2%
40	CCc1c(O)cc2n(c1=O)-c1ccccc1C2(C)C	-0.1%	-1.4%	11.6%	12.1%	9.6%	/	/	0.5%	1.1	4.4%
41	CCN1CCN(C(=O)c2cc(COc3ccc(F)cc3F)on2)[C@@H](C)C1=O	-0.7%	4.7%	/	5.3%	/	/	/	/	/	5.5%
42	CC12C(=O)N(c3ccccn3)C(=O)C1C1C=CC2C1 (stereo not given)	-0.5%	0.8%	1.3%	2.4%	-3.4%	0.01	968	1.1%	1.1	3.2%
43	CC(C)(C)n1nc2c(c1NC(=O)CCCc1ccccc1)CS(=O)C2 (stereo not given)	-0.3%	2.3%	-2.6%	3.2%	2.8%	-0.85	840	0.2%	1.1	0.5%
44	Cc1ccc(N2C(=O)c3ccc(C(=O)N4CCN(Cc5ccccc5)CC4)cc3C2=O)cc1	-0.1%	-1.6%	/	14.2%	/	/	/	/	/	-11.0%
45	CCOC(=O)C1CCCN(C/C=C/c2ccccc2)C1 (stereo not given)	0.4%	-0.2%	/	17.6%	/	/	/	/	/	-1.5%
46	Cc1ccc(C(=O)NCC(=O)OCC(=O)c2ccc(C)c([N+](=O)[O-])c2)cc1	0.1%	2.1%	-7.5%	1.1%	2.6%	-0.07	1603	1.4%	1.1	-12.8%
47	CC(=O)c1ccc(NC(=O)c2ccc(CSc3ccccc3)o2)cc1	-0.8%	?	-2.6%	17.4%	8.9%	-0.79	1401	1.3%	1.2	-2.2%
48	COc1cccc(CN2CC(C(=O)NCc3cnn(C)c3)CCC2=O)c1 (stereo not given)	-0.1%	1.1%	/	26.5%	/	/	/	/	/	0.5%

Grouped by structure: the compounds so far with bromine (3)
entry	mol	West Nile antiviral	RSV antiviral HEp-2	human PMI inhibitors	Large T inhibition	PMI inhibitors	Insulin prom up	Insulin prom up cell count	ER stress rescue	TNAP activation fold	Salmonella PhoP GFP
21	CCOc1ccc(C(=O)Nc2ccc(NC(=O)c3ccco3)c(Cl)c2)cc1Br	2.0%	8.8%	5.3%	8.1%	3.5%	0.19	1716	-0.8%	1.1	6.1%
29	CCCNC(=O)c1ccc(N2CCC3(CC2)CC(c2ccccc2)=NO3)c(NC(=O)c2ccc(Br)cc2)c1	-0.1%	0.7%	/	11.8%	/	/	/	/	/	2.4%
37	O=C(CNC(=O)c1cccc(Br)c1)N/N=C/c1cccnc1	-0.2%	0.0%	/	5.6%	/	/	/	/	/	-10.8%

Arranged by value in TNAP activation fold (smallest number first): three from the list above
nr	SMILES	TNAP activation fold
32	Cn1nccc1C(=O)Oc1ccc(/C=N/NC(=O)c2ccccc2O)cc1	1
34	COc1ccc(/C=C/C(=O)c2ccoc2)cc1	1.1
47	CC(=O)c1ccc(NC(=O)c2ccc(CSc3ccccc3)o2)cc1	1.2

Screening data as filed in PubChem.
